esBAF inh: Bmi1 luciferase reporter increase in mESCs, primary screen, esBAF inhibitor project, mouse ES cells, Bmi1 luciferase knock-in, single point. reporter increase, % at 12.5 µM. 2% of 350,000 active. 24 h; 100% = twice the neutral-well signal; in the data active means activation above about 40%;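 further: 0% = median of the plate's neutral control wells and 100% = double that signal; a rise in the Bmi1 reporter signal indicates esBAF inhibition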
ARNT-TACC3 inh: disruptors of ARNT/TACC3 protein interaction, primary screen, biochemical, AlphaScreen, single concentration; AlphaScreen His-ARNT PAS-B/GST-TACC3 binding, luminescence; TACC3 fragment carries E629A point mutation; 0.66% of 390,000 active; AID 623870, 2012; Transforming acidic coiled-coil-containing protein 3 (Homo sapiens), Q9Y6A5; inhibition, % at 9.99 µM;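 active means mean inhibition of replicates at least 50% and at least half of replicates each reaching 50%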;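 further: 0% = complete ARNT plus TACC3 wells and 100% = ARNT alone without TACC3; many hits fall short of the cut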
miR122 inh: miR-122 Renilla sensor signal increase in Huh7, primary screen, miR-122 inhibitor project, cell-based, single point, plate reader; Huh7 miR-122 Renilla luciferase sensor, 48 h; neutral wells = 0, positive control = 100; activation (reporter increase), % at 12.5 µM; 0.3% of 340,000 active; AID 602342, 2012;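 active means mean replicate activation score at least 90 and every replicate individually at or above 90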;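 further: higher luciferase means less miR-122 activity so hits act as miR-122 inhibitors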
ERp5 block: inhibitors of ERp5-driven insulin aggregation, primary screen, biochemical, turbidity, absorbance 650 nm, single point; Protein disulfide-isomerase A6 (Homo sapiens), Q15084; 90 min; inhibition, % at 9.99 µM; 0.05% of 350,000 active;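 active means mean replicate inhibition above about 25%, with every replicate also reaching it, limit read from the data, passing the limit was not always enough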
Target sequence (Q15084 whole entry, looked up): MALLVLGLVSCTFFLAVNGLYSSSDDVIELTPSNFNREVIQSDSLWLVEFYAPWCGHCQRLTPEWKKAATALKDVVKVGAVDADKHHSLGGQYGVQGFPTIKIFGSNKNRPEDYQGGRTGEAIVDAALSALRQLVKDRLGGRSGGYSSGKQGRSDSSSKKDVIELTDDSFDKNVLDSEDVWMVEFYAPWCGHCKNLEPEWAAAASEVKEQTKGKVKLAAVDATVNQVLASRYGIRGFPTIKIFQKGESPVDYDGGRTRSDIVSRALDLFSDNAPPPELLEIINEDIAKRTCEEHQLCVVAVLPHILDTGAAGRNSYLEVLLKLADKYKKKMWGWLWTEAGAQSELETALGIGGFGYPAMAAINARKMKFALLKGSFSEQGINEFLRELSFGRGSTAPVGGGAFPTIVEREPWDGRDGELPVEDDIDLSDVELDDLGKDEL
SIRT5 block: SIRT5 desuccinylase inhibitors, primary screen, biochemical, fluorescence imaging, single point, set 5; NAD-dependent protein deacylase sirtuin-5, mitochondrial (Homo sapiens), Q9NXA8; Purified SirT5, succinyl-peptide AMC, trypsin-coupled fluorescence; inhibition, % at 15 µM; 1.1% of 330,000 active; in the data active means inhibition above about 15%
Target sequence (Q9NXA8 whole entry, looked up): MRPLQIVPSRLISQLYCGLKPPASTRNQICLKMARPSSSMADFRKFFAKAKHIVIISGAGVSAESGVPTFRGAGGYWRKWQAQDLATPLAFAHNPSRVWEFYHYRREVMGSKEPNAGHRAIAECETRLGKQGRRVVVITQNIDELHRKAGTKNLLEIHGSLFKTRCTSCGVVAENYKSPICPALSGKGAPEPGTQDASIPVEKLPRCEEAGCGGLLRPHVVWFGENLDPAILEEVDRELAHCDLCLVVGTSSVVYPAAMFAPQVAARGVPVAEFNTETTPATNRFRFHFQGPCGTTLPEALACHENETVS
Cneo AK release: Cryptococcus neoformans cell lysis inducers, primary screen, AK release luminescence, single concentration. AID 651654, 2012. lysis activity, % at 15 µM. C. neoformans lysis, adenylate kinase release luminescence, 4 h; normalised: neutral wells 0, clomiphene wells 100. 0.2% of 360,000 active;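 active means mean lysis activity across replicates of at least 80%, whatever share of replicates individually reach that level; inactive means mean lysis activity below 80%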
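Material – log-phase Cryptococcus neoformans yeast cells · Input – 5 × 10^6 yeast cells/mL · Medium – fresh YPD growth medium · Doses – single compound concentration per well · Timing – static 4 h at 37 °C with compound, 1 h detection · Detection – adenylate kinase release luminescence · Read-out – signal increase indicating cell lysis · Control set – Clomiphene as positive lysis control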
C2C12 statin: suppressors of statin myotoxicity in C2C12 myotubes, primary screen, cell-based, single point, plate reader | AID 602340, 2012 | 0.78% of 330,000 active | rescue of ATP level, % at 7.49 µM | C2C12 myotubes + simvastatin, ATP luminescence, 48 h; scaled: DMSO 0, geranylgeraniol control 100;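 active means mean ATP rescue above about 67%, or every replicate alone reaching that limit, limit read from the data, passing the limit was not always enough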;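 further: myotubes were challenged with 10 µM simvastatin during compound exposure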
* = called active by the depositor; . = no result given; [ ] = another dose, or the depositor's remark.

Fields – SIRT5 block	esBAF inh	C2C12 statin	ERp5 block	Cneo AK release	miR122 inh	ARNT-TACC3 inh
C[C@H]1CCCCO[C@H](CN(C)S(=O)(=O)c2cccs2)[C@@H](C)CN([C@@H](C)CO)C(=O)c2cc(NC(=O)Nc3ccc(C(F)(F)F)cc3)ccc2O1
    5	0	-68	8	1	10[16.7 µM]	22
C=C(C)C(=O)Nc1cccc(C2=NOC3(C2)C[C@H](C(N)=O)N(C(=O)c2ccccc2)C3)c1 (some centres not stated)
    5	-12	1	2	0	-8	0
Cc1cccc(N2CCN(C(=O)c3ccc(Cl)c(NC4=NC5CS(=O)(=O)CC5S4)c3)CC2C)c1 (configuration not stated)
    -1	17	-2	1	-2	3	.
CCOc1ccc(N2C(=O)Nc3ccccc3C2(O)C(=O)NCc2ccc(F)cc2)cc1 (configuration not stated)
    -5	12	-6	-2	1	4	0
C/C(=N\Nc1nnc(-c2ccccc2)c(-c2ccccc2)n1)c1cccc([N+](=O)[O-])c1
    .	-3	-81	.	-1	-5	-3
O=C(NNC1CC(=O)N(c2cccc(Cl)c2)C1=O)c1cccnc1 (configuration not stated)
    .	-4	-5	.	.	-6	-23
CS(=O)(=O)c1ccc2nc(NC(=O)C3=NN(c4ccccc4)C(=O)CC3)sc2c1
    3	.	.	-4	2	-1	-4
COc1ccc(CCNC(=O)Cn2nc(C)c3c(C)n(-c4ccccc4)nc3c2=O)c(OC)c1
    -2	0	-9	1	-1	.	-2
CCCS(=O)(=O)N1CCC(C(=O)N2CCN(Cc3ccccc3)CC2)CC1
    .	-2	18	.	-2	-8	7
COc1ccc(C2CC(=O)c3cnc(NC(=O)c4ccco4)nc3C2)cc1 (configuration not stated)
    -3	-5	-7	-12	1	.	3
CCS(=O)(=O)N[C@@H]1C=C[C@H](CC(=O)NC2Cc3ccccc3C2)O[C@H]1CO
    0	2	10	0	0	3[16.7 µM]	4
O=C(NNc1ccccn1)C(=O)NNS(=O)(=O)c1ccc(Cl)cc1
    .	-8	-49	.	2	-1	58*
N#CC1(P(=O)(c2ccccc2)c2ccccc2)CC1
    .	0	3	.	8	-5	-2
CC(C)NC(=O)N(C)C[C@H]1Oc2ncc(C#CCc3ccccc3)cc2C(=O)N([C@H](C)CO)C[C@H]1C
    5	-17	8	-1	1	18[16.7 µM]	-35
COc1ccc(C(=O)NC(=S)Nc2ccccc2N2CCN(S(C)(=O)=O)CC2)cc1OC
    -5	-8	103*	4	-2	-8	4
CC(C)(C)NC(=O)COc1coc(CN2CCN(Cc3ccccc3)CC2)cc1=O
    -4	1	4	0	0	-6	-5
COc1ccc(NC(=O)Nc2ccc3c(c2)CC(=O)N([C@@H](C)CO)C[C@H](C)[C@@H](CN(C)Cc2ccc(Cl)c(Cl)c2)O3)cc1
    .	1	-26	.	1	-4[16.7 µM]	-9
COc1ccc(-c2cc(=O)oc3cc(OCC(=O)Nc4ccc(CCO)cc4)ccc23)cc1
    -5	0	-6	6	0	-3	10
CN(C)S(=O)(=O)n1cc(/C=C(\NC(=O)c2ccccc2Cl)C(=O)N2CCCC2)c2ccccc21
    -7	6	-4	0	0	.	-8
OC[C@@H]1Nc2ccc(C#Cc3ccc(F)cc3)cc2[C@H]2[C@@H]1CCN2Cc1ccc2c(c1)OCO2
    .	-3	-14	4	-6	-2[16.7 µM]	13
O=C(CN1C(=O)NC2(CCOc3ccccc32)C1=O)Nc1ccc(Br)cc1F (configuration not stated)
    -3	-4	-2	-4	-1	-3	2
COc1ccc(NC(=O)CCN2CCC(C)CC2)cc1
    .	.	.	.	1	2	-3
O=C(NC1CCCCC1)N1CCCc2ccccc21
    .	7	.	.	2	-1	-2
COC(=O)c1ccc(N=c2sc(C(=O)OC)cc(=O)n2C)cc1
    9	-4	11	0	3	-3	-5
CC(NS(=O)(=O)c1ccc(OCC(=O)NCc2ccccn2)cc1)c1ccccc1 (configuration not stated)
    -4	5	-2	-3	-5	11	1
O=C(NCCOCCOCCNC(=O)c1cccnc1)c1cccnc1
    .	12	7	.	2	1	-22
CCNc1nc(Cl)nc(NCc2ccccc2)n1
    .	.	.	.	-2	0	-2
Cc1ccc(N(Cc2ccco2)C(=O)c2ccc(N3CCCCC3)c([N+](=O)[O-])c2)cc1
    1	-9	0	-1	0	165*	8
CCOC(=O)C[n+]1ccc2c([nH]c3ccccc32)c1C
    -65	-5	1	2	-2	-1	-3
c1ccc(NCc2ccccn2)cc1
    -8	.	.	1	.	.	-4

Fetched by structure from the entries so far (2):
Fields – SIRT5 block	esBAF inh	C2C12 statin	ERp5 block	Cneo AK release	miR122 inh	ARNT-TACC3 inh
COC(=O)c1ccc(N=c2sc(C(=O)OC)cc(=O)n2C)cc1
    9	-4	11	0	3	-3	-5
CCNc1nc(Cl)nc(NCc2ccccc2)n1
    .	.	.	.	-2	0	-2

(cont.)
Fields – SIRT5 block	esBAF inh	C2C12 statin	ERp5 block	Cneo AK release	miR122 inh	ARNT-TACC3 inh
O=C(c1ccco1)N1CCN(C2CN(CCc3ccccc3)S(=O)(=O)C2)CC1 (configuration not stated)
    9	-11	14	1	0	0	.
CCN(C[C@H]1N[C@@](CC)(C(=O)OC)[C@H]2C(=O)N(Cc3ccccc3)C(=O)[C@@H]12)C(=O)COC
    -3	-3	8	-7	3	.	-3
CCNC(=O)C[C@H]1CC[C@@H]2[C@H](COC[C@H](O)CN2C(=O)c2cc(Cl)cc(Cl)c2)O1
    .	5	7	.	-1	-4[16.7 µM]	-12
CCC1SC(CC)C(=O)N(CC(=O)NC2CCCCC2)C1=O (configuration not stated)
    -4	.	.	3	.	.	-7
CCC(=O)N(C)C[C@H]1Oc2cc(C#CCC(C)C)ccc2S(=O)(=O)N([C@@H](C)CO)C[C@@H]1C
    -1	9	6	0	4	30[16.7 µM]	1
CCN(CC(=O)Nc1c(F)cccc1F)C(=O)/C=C/c1ccc2ccccc2n1
    -3	8	-6	-3	3	-2	19
COc1cc(C)nc(Oc2ccc(=O)n(C)n2)n1
    .	-5	14	.	-2	0	-3
CC(=O)Nc1ccc(NC(=O)CSc2nnnn2-c2ccccc2F)cc1
    -2	16	-8	0	-3	0	-2
O=C(NCCCN1CCCC1=O)c1cccc(S(=O)(=O)N2CCCCC2)c1
    0	2	-2	5	1	.	-12
COc1ccccc1NS(=O)(=O)c1cc(C)ccc1C
    .	13	.	.	-3	141*	-1
Cc1nc(NC(=S)NC(=O)c2cccs2)sc1C(=O)N(C)C
    2	6	-10	4	-6	-9	-4
COc1ccccc1OCCn1c(=O)oc2ccc(C)cc21
    -2	-1	-7	1	3	5	-3
CNc1nc2c(N)ncnc2n1[C@H]1O[C@@H](CO)[C@H](O)[C@@H]1O
    14	-3	-1	-1	-3	0	-20
C[C@H]1CN([C@@H](C)CO)C(=O)Cc2cc(NC(=O)Nc3ccc(F)cc3)ccc2O[C@H]1CN(C)S(=O)(=O)c1ccc(F)cc1
    -1	1	-88	-2	-1	-4[16.7 µM]	0
CC1CN(C(=O)c2cc3ccccc3oc2=O)CC(C)O1 (configuration not stated)
    -2	-8	-10	5	1	2	-2

Grouped by structure, the entries above containing a thiophene ring, fused or not (two)
Fields – SIRT5 block	esBAF inh	C2C12 statin	ERp5 block	Cneo AK release	miR122 inh	ARNT-TACC3 inh
C[C@H]1CCCCO[C@H](CN(C)S(=O)(=O)c2cccs2)[C@@H](C)CN([C@@H](C)CO)C(=O)c2cc(NC(=O)Nc3ccc(C(F)(F)F)cc3)ccc2O1
    5	0	-68	8	1	10[16.7 µM]	22
Cc1nc(NC(=S)NC(=O)c2cccs2)sc1C(=O)N(C)C
    2	6	-10	4	-6	-9	-4

Later entries:
Fields – SIRT5 block	esBAF inh	C2C12 statin	ERp5 block	Cneo AK release	miR122 inh	ARNT-TACC3 inh
Nc1cc(=O)[nH]c(SCCSc2ccccc2F)n1
    6	6	9	2	5	.	-2
Cn1c(Cn2c(=O)sc3ccccc32)nnc1SCc1cccnc1
    .	4	-10	-7	-1	-2	.
Cc1ccc(N(C(=O)CS(=O)CC(=O)Nc2ccc(F)cc2)C(C)C(=O)NC(C)(C)C)cc1 (configuration not stated)
    0	6	0	-5	.	5	0
COc1cccc(NC(=O)Cn2c3ccccc3c3nc4n(c(=O)c32)CCCS4)c1
    1	4	20	-12	6	.	-4
C[C@H](CO)N1C[C@H](C)[C@H](CN(C)C(=O)Nc2ccc3c(c2)OCO3)Oc2ncc(C#Cc3ccc(F)cc3)cc2C1=O
    3	0	74*	-4	-2	-11[16.7 µM]	4
COc1ccc(C(=O)Nc2ccc(C(=O)Nc3cccc(C)c3)cc2)cc1
    -1	.	.	-6	-2	16	-64
Cc1cccc(C(=O)OCC(=O)NCCCc2ccccc2)c1
    -4	.	.	-5	.	-2	.
CCOP(=O)(OCC)c1nc(-c2ccc(OC)cc2)oc1N1CCOCC1
    -22	2	1	1	2	0	-3
CC(O)[C@@H](NC(=O)C1CCC(CNC(=O)[C@H](Cc2ccccc2)NC(=O)OC(C)(C)C)CC1)C(=O)O (some centres not stated)
    1	-4	3	-1	0	-7	-7
COc1ccc(NC(=O)CN(C)C(=O)c2cc(C)oc2C)cc1
    1	8	0	1	-1	-4	.
CSc1ncc(CN2CCN(C3CCCCC3)C(CCO)C2)cn1 (configuration not stated)
    -7	.	.	4	.	.	-4
CC(N)c1ccc(Cl)cc1Cl (configuration not stated)
    .	-3	5	.	.	2	-2
COc1ccc(NC(=O)CN(C)C(=O)Cc2n[nH]c(=O)c3ccccc23)cc1
    -1	.	-2	6	1	-3	-1
COc1cc2c(cc1OC)CN(S(=O)(=O)/C=C/c1ccccc1)CC2
    -29	5	10	1	1	9	2
CC(C)C#Cc1ccc([C@@H]2[C@@H](CO)N3CCCCN(C(=O)Nc4ccccc4)C[C@H]23)cc1
    4	.	.	-2	2	-2[16.7 µM]	7
c1ccc2c(c1)oc1c(NCC3CCCO3)ncnc12 (configuration not stated)
    .	38	17	.	-4	-1	-14
CC(=O)Nc1ccc2c(c1)C(=O)N(C)[C@@H]1CC[C@@H](CC(=O)NCC3CCCCC3)O[C@@H]1CO2
    .	-1	11	.	-1	17[16.7 µM]	0
CC(C)CC(CCc1ccccc1)OS(N)(=O)=O (configuration not stated)
    .	-9	5	-3	0	-2	-5
CS(=O)(=O)Nc1ccc(C(=O)NCCSc2ccc(Cl)cc2)cc1
    7	-9	-49	4	3	1	0
O=C(NC1CCCCC1)c1ccccc1NC(=O)C1CC(=O)N(c2ccccc2)C1 (configuration not stated)
    .	4	.	.	4	-2	-3
C=CCC[C@@H](Cc1ccc(F)cc1)C(=O)OCCNC(=O)[C@@H](CC=C)CC(=O)N[C@@H](CO)Cc1ccccc1
    -4	-1	10	14	-1	.	0
O=c1ccoc2ccccc12
    -1	-6	7	-3	-1	-2	.
COc1ccccc1CN1C(=O)CNC1=S
    .	-1	0	.	-6	.	5
Cc1nc(C(F)(F)F)ccc1C(=O)N1CCC1(C)C(=O)NS(=O)(=O)c1cccc(C#N)c1 (configuration not stated)
    .	-3	-8	0	1	1	.
O=S(=O)(c1ccccc1)N1CCCCN2[C@H](CO)[C@H](c3ccc(-c4cncnc4)cc3)[C@@H]2C1
    1	.	.	0	-2	12[16.7 µM]	0
C[C@@H]1CN([C@H](C)CO)C(=O)c2cccc(NC(=O)C3CCCCC3)c2O[C@@H]1CN(C)S(=O)(=O)c1ccccc1
    0	2	-29	-5	0	-3[16.7 µM]	.
O=C(c1cccc(F)c1)N1CCCCN2[C@H](CO)[C@H](c3ccc(-c4cccnc4)cc3)[C@H]2C1
    0	.	.	3	-2	-2[16.7 µM]	-1
COc1ccccc1N(CC(=O)NCc1ccccn1)S(C)(=O)=O
    6	0	2	-2	1	-1	15
Cc1ccc(-c2nc(CS(=O)(=O)CC(=O)N3CCCCCC3)c(C)o2)cc1
    -2	13	-2	5	1	-12	.
